# Bioassay records deposited in PubChem by several laboratories.
# PfHsp40 yeast: compounds rescuing yeast from Plasmodium falciparum HSP40 toxicity; S. cerevisiae expressing PfHsp40, growth rescue, ATP luminescence; growth rescue, % at 12.5 µM; 340,000 tested, 0.68% active; AID 504582; in the data active = growth rescue above about 28%, passing the limit was not always enough;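 also: yeast W303a lacking pdr1 and pdr3 grown in galactose medium; growth measured after three days at 30 °C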
# TcdB inh: blocks C. difficile toxin B glycohydrolase activity; TcdB glycohydrolase enzymatic assay, plate reader; inhibition, % at 9.99 µM; 350,000 tested, 0.24% active; in the data active = inhibition above about 10%
# Vc quorum ag: quorum light induction in luxS cqsA deficient V. cholerae; 350,000 tested, 0.16% active; V. cholerae BH1578 lux reporter, luminescence, 6 h; activation, % at 18.7 µM; in the data active = activation mostly above about 9.7%, no sharp cut-off; also: not every result past the cut was called active; inactives centre near 0; reference of the scale not given here
# VHR inh abs: inhibitors of human VHR1 phosphatase (DUSP3); P51452; recombinant VHR phosphatase, pNPP absorbance; inhibition, % at 13.3 µM; 290,000 tested, 0.52% active; AID 1654; in the data active = inhibition above about 50%; also: some compounds called inactive have numbers as strong as hits
# Target sequence (P51452 whole entry, looked up): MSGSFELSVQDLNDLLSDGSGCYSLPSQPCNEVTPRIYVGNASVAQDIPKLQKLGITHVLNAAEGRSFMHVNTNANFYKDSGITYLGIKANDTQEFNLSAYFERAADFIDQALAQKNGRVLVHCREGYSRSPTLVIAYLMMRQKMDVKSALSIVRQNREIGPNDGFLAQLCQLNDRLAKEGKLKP
# Rv3671c protease: inhibitors of M. tuberculosis serine protease Rv3671c. P9WHR9. inhibition, % at 5.96 µM. 320,000 tested, 0.048% active. AID 2606; in the data active = inhibition above about 38%;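 also: extracellular domain of Rv3671c used as enzyme; 0% = enzyme with DMSO and 100% = no enzyme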
# Y pestis TopoI: inhibitors of Yersinia pestis topoisomerase I; 360,000 tested, 0.064% active; Y. pestis Topo-I cleavage product accumulation, plate reader; activity, % at 10 µM; in the data active = activity above about 50%, passing the limit was not always enough; also: inactives centre near 2
# SARS 3CLpro inh: SARS-CoV 3CLpro protease inhibition; P0C6X7; recombinant SARS-CoV 3CLpro, quenched FRET peptide cleavage; inhibition, % at 6 µM; 290,000 tested, 0.14% active; AID 1706; in the data active = inhibition above about 12%
# PriA SSB inh: blocks PriA binding to SSB C-terminal tail | AlphaScreen SSBct-PriA binding, biotinylated peptide | inhibition, % at 33 µM | 430,000 tested, 0.6% active | AID 1272365; in the data active = inhibition mostly above about 37%, no sharp cut-off; inactive = mostly below about 20%;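 also: plate controls were negative control peptide for no effect and reference peptide for full effect; strong numbers were not always called active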
# MazF activator: activators of E. coli MazEF toxin-antitoxin RNase; P0AE70; FAM/BHQ RNA-DNA oligo cleavage fluorescence, 5 h; activation, % at 20 µM; 350,000 tested, 0.32% active; AID 504720; in the data active = activation above about 50%
# Target sequence (P0AE70 whole entry, looked up): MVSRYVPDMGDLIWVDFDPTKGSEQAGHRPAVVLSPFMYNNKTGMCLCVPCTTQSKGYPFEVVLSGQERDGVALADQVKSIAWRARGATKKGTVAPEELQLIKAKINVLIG
# Anthrax LF prot: inhibitors of Bacillus anthracis lethal factor protease; inhibition, % at 10 µM; multiplex microsphere protease cleavage assay, LF; P15917; 360,000 tested, 0.12% active; in the data active = inhibition above about 30%; also: plate controls were buffer without enzyme for full effect and enzyme alone for no effect
# Target sequence (P15917 whole entry, looked up): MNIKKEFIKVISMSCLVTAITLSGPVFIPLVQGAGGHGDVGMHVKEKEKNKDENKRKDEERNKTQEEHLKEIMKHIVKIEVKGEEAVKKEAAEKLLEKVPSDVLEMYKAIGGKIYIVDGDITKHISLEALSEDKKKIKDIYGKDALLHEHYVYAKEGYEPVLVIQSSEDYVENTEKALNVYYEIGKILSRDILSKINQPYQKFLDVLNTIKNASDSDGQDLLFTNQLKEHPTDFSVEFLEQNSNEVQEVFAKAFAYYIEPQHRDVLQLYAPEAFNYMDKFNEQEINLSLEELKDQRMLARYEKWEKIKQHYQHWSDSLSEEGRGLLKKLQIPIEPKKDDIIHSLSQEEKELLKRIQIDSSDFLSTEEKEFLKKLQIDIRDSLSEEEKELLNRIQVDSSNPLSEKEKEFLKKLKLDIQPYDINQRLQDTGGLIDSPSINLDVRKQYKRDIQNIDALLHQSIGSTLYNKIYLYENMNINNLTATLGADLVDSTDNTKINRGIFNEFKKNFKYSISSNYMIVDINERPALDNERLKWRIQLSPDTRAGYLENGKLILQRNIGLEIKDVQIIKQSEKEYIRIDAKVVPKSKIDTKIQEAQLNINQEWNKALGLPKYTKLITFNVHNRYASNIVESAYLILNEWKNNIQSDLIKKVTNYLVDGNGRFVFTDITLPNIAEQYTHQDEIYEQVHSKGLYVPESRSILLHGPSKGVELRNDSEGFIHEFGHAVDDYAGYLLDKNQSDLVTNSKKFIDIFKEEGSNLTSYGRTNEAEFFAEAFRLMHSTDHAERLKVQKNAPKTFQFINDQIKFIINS
# Numbers without * were called inactive; i = inactive; . = no result given; & = joins results of further samples. Some of the compounds tested, so the mix of outcomes need not match the whole.
(1) COc1ccc(NC(=O)C2CCN(S(=O)(=O)c3ccc(OC)c(OC)c3)CC2)c(OC)c1
(2) O=C(OCC(=O)N1CCCCC1)c1n[nH]c(=O)c2ccccc12
(3) O=C(Cn1cccc1C(=O)c1ccccc1)NCCc1ccccc1
(4) COc1ccc(-c2cnc3c(NC=O)cc(-c4ccccc4)cn23)cc1OC
(5) Cc1c(NC(=O)CN2C(=O)NC3(CCC(C)CC3)C2=O)c(=O)n(-c2ccccc2)n1C (stereo not drawn)
(6) CCn1c(-c2csc(-c3ccc(Cl)cc3)n2)n[nH]c1=S
(7) CN(C)S(=O)(=O)c1ccc(Cl)c(NC(=O)COC(=O)C2CSC3(C)CCC(=O)N23)c1 (stereo not drawn)
(8) Cc1cc(C)nc(SCC(=O)Nc2cc(C)on2)n1

Assay by compound	1	2	3	4	5	6	7	8
PfHsp40 yeast	-0.2	-1.4	-1.6	.	1.0	-1.3	-0.2	-0.6
TcdB inh	.	2.3	0.3	0.7	-0.2	.	.	.
Vc quorum ag	-0.3	i	i	i	-0.1	i	i	-0.5
VHR inh abs	15	.	-31	.	17	3	-7	15
Rv3671c protease	1	.	-3	.	3	-3	7	0
Y pestis TopoI	9	-5	-3	22	15	8	8	-3
SARS 3CLpro inh	-3	.	2	.	-1	-2	3	0
PriA SSB inh	-10	-14	-4	.	-12	-2	6	-8
MazF activator	5	7	-14	.	-8	-2	3	9
Anthrax LF prot	-13	-4	0	9	-2	-1	-2	-5

(9) CC1(C)Cc2c(c(-c3ccco3)nc3sc4c(NCCCO)ncnc4c23)CO1
(10) COc1ccccc1CSc1nc2ccccc2[nH]1
(11) CCOC(=O)N1CCN(S(=O)(=O)c2ccc(OC)c(Br)c2)CC1
(12) O=C(Nc1ccc2ccccc2n1)Nc1cccs1
(13) CCOC(=O)C1=C(CSc2nc(-c3ccccc3)ccc2C#N)OC(N)=C(C#N)C1c1ccccc1 (stereo not drawn)
(14) CCCOc1ccc(OCCSc2nnc(N)s2)cc1
(15) C=C1CCN([C@@H](CC(C)C)C(=O)NN2CCOCC2)S(=O)(=O)c2ccccc21
(16) Cc1cc2c(cc1C)NC(=O)CC(C(F)(F)C(F)(F)C(F)(F)F)=N2

Assay by compound	9	10	11	12	13	14	15	16
PfHsp40 yeast	3.0	7.6	-1.6	0.1	0.4	-1.0	-0.7	-0.1
TcdB inh	2.6	-0.5	-1.1	0.7	.	.	0.6	.
Vc quorum ag	0.0	-0.6	-0.9	i	0.3	-7.2	i	1.1
VHR inh abs	12	3	4	39	39	7	.	-14
Rv3671c protease	-9	12	3	-7	-46	-17	-7	1
Y pestis TopoI	4	4	-6	12	-2	1	6	0
SARS 3CLpro inh	-1	-1	-5	2	-2	2	.	2
PriA SSB inh	-6	-24	-2	-9	1	-25	3	-3
MazF activator	14	-2	-5	-3	-31	-10	8	2
Anthrax LF prot	8	-3	-8	5	3	-1	-3	-6

# Another view of part of the listing above.
# Order of results – PfHsp40 yeast	TcdB inh	Vc quorum ag	VHR inh abs	Rv3671c protease	Y pestis TopoI	SARS 3CLpro inh	PriA SSB inh	MazF activator	Anthrax LF prot
5. Cc1c(NC(=O)CN2C(=O)NC3(CCC(C)CC3)C2=O)c(=O)n(-c2ccccc2)n1C (stereo not drawn)
 : 1.0	-0.2	-0.1	17	3	15	-1	-12	-8	-2
6. CCn1c(-c2csc(-c3ccc(Cl)cc3)n2)n[nH]c1=S
 : -1.3	.	i	3	-3	8	-2	-2	-2	-1
7. CN(C)S(=O)(=O)c1ccc(Cl)c(NC(=O)COC(=O)C2CSC3(C)CCC(=O)N23)c1 (stereo not drawn)
 : -0.2	.	i	-7	7	8	3	6	3	-2
8. Cc1cc(C)nc(SCC(=O)Nc2cc(C)on2)n1
 : -0.6	.	-0.5	15	0	-3	0	-8	9	-5
9. CC1(C)Cc2c(c(-c3ccco3)nc3sc4c(NCCCO)ncnc4c23)CO1
 : 3.0	2.6	0.0	12	-9	4	-1	-6	14	8
10. COc1ccccc1CSc1nc2ccccc2[nH]1
 : 7.6	-0.5	-0.6	3	12	4	-1	-24	-2	-3

# (next part)
(17) COC(=O)c1sc(NC(=O)COc2ccccc2)nc1C
(18) CN(CC(=O)Nc1c(Cl)cccc1Cl)C(=O)CCc1nc2sc3c(c2c(=O)[nH]1)CCCC3
(19) CC(O)[C@H]1CNC(=O)C(=O)N1CC(C)(C)C (stereo partly drawn)
(20) CCOC(=O)c1ccc(-n2c(CN3CCN(CC)CC3)nc3ccc([N+](=O)[O-])cc3c2=O)cc1
(21) S=C1NCN(Cc2cccnc2)CN1c1cccc(Cl)c1
(22) CCOc1ccc(-c2cc(C(=O)NCCCN3CCN(CC)CC3)c3ccccc3n2)cc1
(23) CC(C)(C)CN1C(N)=NC[C@@H]1Cc1ccccc1
(24) COc1cc2[nH]c(C(=O)N(C)C3CCS(=O)(=O)C3)cc2c(OC)c1OC (stereo not drawn)

Assay by compound	17	18	19	20	21	22	23	24
PfHsp40 yeast	0.5	4.8	0.5	0.6	2.4	-0.6	-1.3	0.2
TcdB inh	.	-0.3	1.5	-0.9	-2.3	.	0.7	0.4
Vc quorum ag	.	i	-1.5	i	-1.1	-3.0	-0.6	-2.1
VHR inh abs	29	.	26	16	24	19	.	35
Rv3671c protease	10	-5	1	4	1	-2	1	3
Y pestis TopoI	0	21	-1	-13	-3	-18	-6	6
SARS 3CLpro inh	0	.	.	-5	6	-3	.	0
PriA SSB inh	-14	1	-12	7	0	-17	-6	2
MazF activator	0	-4	-1	-1	-5	15	5	-9
Anthrax LF prot	-6	.	-6	-10	5	0	3	1

(25) O=C(Nc1ccccc1-c1ccccc1)C1CCCC1
(26) COc1cc(/C=C/C(=O)O)cc(S(=O)(=O)Nc2ccc3c(c2)CCC3)c1OC
(27) Cn1c(=O)c2[nH]c(CCc3ccncc3)nc2n(C)c1=O
(28) C[C@H](Nc1ccc(C(F)(F)F)cc1[N+](=O)[O-])C(=O)O
(29) COC(=O)CCc1c(C)c(C(=O)c2cccc(OC)c2OC)c2ccccn12
(30) O=C(COC(=O)c1cc[n+]([O-])cc1)Nc1ccc(Br)cc1
(31) O=C(Oc1csc(=S)n1C(=O)c1ccccc1)c1ccccc1
(32) N#Cc1ccc(C(=O)OCC(=O)N2CCCCCC2)cc1

Assay by compound	25	26	27	28	29	30	31	32
PfHsp40 yeast	-1.2	19	-0.2	0.3	2.8	-0.4	1.6	0.1
TcdB inh	-1.1	0.9	2.2	0.9	0.7	0.1	.	1.7
Vc quorum ag	-0.7	-0.2	i	-0.4	-0.6	-0.6	i	i
VHR inh abs	20	7	.	17	.	.	-6	.
Rv3671c protease	4	4	.	-4	-5	1	2	.
Y pestis TopoI	8	5	8	7	19	-2	-3	-4
SARS 3CLpro inh	6	5	.	0	-2	.	1	.
PriA SSB inh	-11	-2	-11	-8	8	5	-1	.
MazF activator	6	3	1	9	-1	2	5	-1
Anthrax LF prot	-2	-11	-3	-3	2	4	-9	1

(33) O=C(Nc1ccc(N2CCCC2=O)cc1)c1cccc(F)c1
(34) O=C(NC1CCCCC1)c1cc(-c2ccccc2O)on1
(35) CNC(=O)[C@@]1(Cc2ccccc2)C=C[C@@H](C)N1C(C)=O
(36) CCN(c1ccc(NC(=O)COC(=O)C2CCN(c3ccc(C(F)(F)F)cn3)CC2)cc1)C(C)C
(37) O=C(c1cccc2ccccc12)C1CCCN(C2CCC2)C1 (stereo not drawn)
(38) CCCn1nnnc1NCc1ccccc1Cl
(39) O=C(COc1ccccc1Cl)NCCC1=CCCCC1
(40) CC1CCc2c(sc3ncn(CC(=O)N4CCCCC4)c(=O)c23)C1 (stereo not drawn)

Assay by compound	33	34	35	36	37	38	39	40
PfHsp40 yeast	-0.9	-0.3	-0.2	-1.1	0.8	-0.3	0.8	0.3
TcdB inh	1.5	2.3	1.6	-1.2	-0.3	0.6	.	1.5
Vc quorum ag	i	0.0	i	i	-2.3	i	i	i
VHR inh abs	-10	40	.	.	5	25	5	47
Rv3671c protease	-1	-18	-1	.	2	-1	9	0
Y pestis TopoI	-7	6	0	39	6	-1	28	2
SARS 3CLpro inh	11	-2	.	.	4	0	2	-2
PriA SSB inh	-11&-12	-10	-3	29	-24	-25	-18	-6
MazF activator	-16	10	-1	-2	-8	9	-1	-2
Anthrax LF prot	-1	-2	-1	-12	-8	-5	2	0

(41) Cc1c(CC(=O)NCC(=O)NCC(=O)O)c(=O)oc2cc3c(cc12)CCC(C)(C)O3
(42) CCN=C1S/C(=C/c2ccc(-c3ccc(Cl)cc3C(=O)O)o2)C(=O)N1CC
(43) O=C(NCC(=O)N1CCN(C/C=C/c2ccccc2)CC1)c1ccc(Br)cc1
(44) Cc1ccc(N2CC(C(=O)Nc3cccc(S(=O)(=O)N4CCOCC4)c3)CC2=O)cc1 (stereo not drawn)
(45) COc1ccccc1C(=O)NCCC(=O)Nc1ccncc1
(46) Cc1cc2oc(=O)cc(CN3CCc4ccccc43)c2cc1Cl
(47) COc1cc(C(=O)N/N=C(\C)c2ccc(NC(=O)Cc3ccccc3)cc2)ccc1O
(48) COC(=O)c1ccc(C(=O)OC)c(NC(=S)N2CCC(C)CC2)c1

Assay by compound	41	42	43	44	45	46	47	48
PfHsp40 yeast	-1.2	0.2	-0.3	.	-0.1	0.0	0.8	1.5
TcdB inh	-0.7	-1.3	-1.0	-0.6	4.4	0.0	1.6	.
Vc quorum ag	-0.4	-1.1	i	i	i	1.2	-0.8	i
VHR inh abs	10	14	.	.	.	19	11	32
Rv3671c protease	-3	-6	-6	.	9	-11	.	-5
Y pestis TopoI	-6	10	15	11	7	1	-12	7
SARS 3CLpro inh	2	2	.	.	.	5	-1	-2
PriA SSB inh	-8	3	9	.	-4	10	.	11
MazF activator	-3	-5	-3	8	-2	0	1	-2
Anthrax LF prot	7	-3	0	-1	-2	-4	-1	1

(49) COc1ccccc1NS(=O)(=O)c1ccc(C)c(C(=O)NCC(c2ccco2)N(C)C)c1 (stereo not drawn)
(50) Brc1ccc2c(c1)C(c1ccc(N3CCOCC3)cc1)=NNC(c1cccs1)=N2
(51) Cc1c(CCOC(=O)C23CC4CC(CC(C)(C4)C2)C3)sc[n+]1CC(=O)c1ccccc1
(52) S=C(S)OC1CC2CC1C1CCCC21 (stereo not drawn)
(53) COc1ccc(NC(=O)c2cccc(S(=O)(=O)N3CCCCC3)c2)c(OC)c1
(54) CC(NC(=O)/C(C#N)=C/c1cn[nH]c1-c1ccccc1)c1ccccc1 (stereo not drawn)
(55) C/C(=C\C(=O)c1cccnc1)Nc1ccc(C(=O)O)cc1
(56) CCCCOC(=O)c1nnc(-c2ccc(Cl)cc2)o1

Assay by compound	49	50	51	52	53	54	55	56
PfHsp40 yeast	0.1	0.3	1.1	6.1	0.1	-0.6	-1.7	-2.0
TcdB inh	1.7	.	3.5	-1.2	0.5	0.4	-0.5	0.4
Vc quorum ag	-0.6	2.0	i	i	0.1	-0.7	i	-0.4
VHR inh abs	.	-26	22	.	-14	6	-6	30
Rv3671c protease	-6	6	-16	.	5	-10	2	7
Y pestis TopoI	0	7	16	3	1	5	2	6
SARS 3CLpro inh	.	-1	3	.	-3	0	-8	1
PriA SSB inh	0	13	7	-19	-8	9	.	-10
MazF activator	6	9	19	-3	15	1	-2	7
Anthrax LF prot	-1	-8	-4	-2	0	-2	-1	-110

(57) CSCCC(NC(=O)COc1ccccc1)C(=O)N(C)CC(=O)Nc1ccc(C)cc1 (stereo not drawn)
(58) CCN(CC(=O)Nc1ccc2c(c1)OCCO2)C(=O)CCc1ccccc1Cl
(59) COCCn1nnnc1CN(Cc1cc2cc(OC)c(OC)cc2[nH]c1=O)C1CCCC1
(60) Clc1ccc(C2N3CCCN23)c(Cl)c1 (stereo not drawn)
(61) Cc1cccc(CC(=O)Nc2cc(=O)n(C)c(=O)n2C)c1

Assay by compound	57	58	59	60	61
PfHsp40 yeast	1.0	0.5	-0.1	-1.2	-0.6
TcdB inh	1.7	1.1	.	.	-0.2
Vc quorum ag	i	0.3	-12	i	-0.3
VHR inh abs	.	.	6	2	-16
Rv3671c protease	2	-3	-1	1	2
Y pestis TopoI	15	18	3	-1	1
SARS 3CLpro inh	.	.	-4	-3	2
PriA SSB inh	-7	-1	0	-1	-7
MazF activator	7	2	0	6	-3
Anthrax LF prot	7	-4	-3	-2	-1
